# Screens from PubChem BioAssay.
# HT1080-NT tox: kills 2HG-producing HT-1080-NT fibrosarcoma cells. HT-1080-NT fibrosarcoma viability, CellTiter-Glo ATP luminescence, 48 h. Potency, µM (highest dose often 46.1 µM), inactives show at the highest dose activity, negative = less viability, actives largely listed as cytotoxic. hit rate 1.6% among 360,000;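 further: NT is the 2HG producing partner of a matched IDH1 knockdown line; 0% = DMSO-treated cells and -100% = media-only wells without cells; nearly all actives have a fitted effect of over 55% in size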
#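 Read-out is CellTiter-Glo luminescence after 10 minutes at room temperature, following 48 hours' compound treatment of HT-1080-NT cells (750 cells/well, RPMI, 5% FBS, 37 degrees C).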
# SW480 rereplic: induces DNA re-replication in SW480 colon adenocarcinoma cells. Potency, µM (doses to about 46.1 µM), without a hit: top-dose re-replication activation, actives largely listed as activators. hit rate 1.8% among 340,000. SW480 DNA re-replication, Hoechst DNA content imaging, 48 h; further: % of control where 0% means no effect; nearly all actives have a fitted effect of over 55% in size
#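 Compounds, transferred as 23 nL by pin tool, were incubated with cells for 48 hr; DNA content per nucleus was then quantified by Hoechst staining and fluorescence plate imaging.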
# GLP1R inv ag: inverse agonists of human GLP-1 receptor | P43220 | HEK293 GLP-1R CRE-luciferase, luminescence, 24 h; GLP-1R form is constitutively active | Potency, µM (titrated, usually from 38.3 µM), for inactives: top-dose activity change, negative = inhibition, actives largely listed as inhibitors | hit rate 1.6% among 410,000 | AID 624417; further: on the % scale 0 is the no-effect control and ±100 the full control effect; nearly all actives have a fitted effect of over 55% in size
# Target sequence (P43220 whole entry, looked up): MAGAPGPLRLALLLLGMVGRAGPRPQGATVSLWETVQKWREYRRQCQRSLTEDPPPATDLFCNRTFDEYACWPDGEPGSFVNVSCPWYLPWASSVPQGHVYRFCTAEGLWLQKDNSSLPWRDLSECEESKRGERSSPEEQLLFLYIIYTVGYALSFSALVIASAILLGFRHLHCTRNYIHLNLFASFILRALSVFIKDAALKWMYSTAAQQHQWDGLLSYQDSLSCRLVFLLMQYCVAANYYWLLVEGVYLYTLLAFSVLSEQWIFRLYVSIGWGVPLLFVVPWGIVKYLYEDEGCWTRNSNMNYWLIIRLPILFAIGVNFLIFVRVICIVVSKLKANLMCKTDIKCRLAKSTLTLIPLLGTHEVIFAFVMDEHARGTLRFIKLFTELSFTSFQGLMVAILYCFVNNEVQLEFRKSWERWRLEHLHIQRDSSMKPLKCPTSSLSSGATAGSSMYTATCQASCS
#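 Seeding at 200 cells/uL, 12 h culture, 24 hr compound treatment, then luciferase reagent and a luminescence read; cells are HEK293 stably expressing a constitutively active GLP-1R plus cAMP-responsive luciferase.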
# HT1080 IDH1KD tx: kills HT-1080 cells with IDH1 knockdown; Potency, µM (highest dose often 46.1 µM), for the others: at the highest dose activity, negative = toxicity, actives largely listed as cytotoxic; hit rate 2% among 360,000; HT-1080 IDH1 knockdown viability, ATP luminescence, 48 h;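 further: 0% = DMSO wells and -100% = cell-free medium wells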
#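 Using the IDH1-knockdown HT-1080 line run in the same batch and compound series as the NT line, viability after 48 h at 37 °C was determined by CellTiter-Glo luminescence and expressed as % activity.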
# TDP43 rescue: rescues yeast growth from TDP-43 toxicity. Potency, µM (top dose mostly 46.1 µM), for inactives: at the highest dose growth rescue (activation), hits mostly activators. TDP-43 expressing yeast growth rescue, BacTiter-Glo, 24 h. hit rate 1.8% among 410,000; further: % of control where 0% means no effect; nearly all actives have a fitted effect of over 50% in size
#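 Galactose-induced TDP-43 yeast, OD600=0.02, compound pinned; 24 hr, 30 deg C; BacTiter-Glo luminescence for growth. Inhibitors of TDP-43 toxicity read as activators.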
# HEK293 tox: cytotoxicity counter-screen for GLP-1 receptor inverse agonists; HEK293 cAMP-luciferase reporter cells, luminescence, 24 h; Potency, µM (doses to about 38.3 µM), for inactives: top-dose activity change, negative = inhibition, actives largely listed as inhibitors; hit rate 0.13% among 410,000; AID 624418;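 further: loss of luciferase light is scored as toxicity; on the % scale 0 is the no-effect control and ±100 the full control effect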
#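 Quantitative HTS format, 1536 wells, 200 cells/uL seeded. Compounds: 23 nL, 24 h, 37 °C. Detection: luciferase reagent, luminescence at 12 min RT; decreased signal taken as cytotoxic.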
# KB-3-1 tox: KB-3-1 parental cell cytotoxicity; KB-3-1 viability, CellTiter-Glo ATP luminescence, 72 h; Potency, µM (series often up to 46.1 µM), without a hit: at the highest dose activity change, negative = cytotoxic, actives largely listed as cytotoxic; hit rate 1.4% among 400,000; further: on the % scale 0 is the no-effect control and ±100 the full control effect; nearly all actives have a fitted effect of over 60% in size
#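 Parental KB-3-1 viability, qHTS format: 72 h compound exposure, 37 °C; CellTiter-Glo; media-only wells and DMSO plates as controls; concentration-effect fits on corrected data.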
# KB-V1 MDR tox: kills drug-selected multidrug resistant KB-V1 cells; KB-V1 MDR cells viability, CellTiter-Glo, 72 h; Potency, µM (highest dose often 46.1 µM), without a hit: at the highest dose activity change, negative = cytotoxicity, most hits filed as cytotoxic; hit rate 3.4% among 400,000; AID 1347076; further: on the % scale 0 is the no-effect control and ±100 the full control effect; nearly all actives have a fitted effect of over 60% in size
#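 Drug-selected KB-V1 cells, grown in DMEM lacking phenol red with 10% FBS, receive compound titrations; after three days at 37 degrees C, surviving cell ATP is quantified by CellTiter-Glo luminescence and responses normalized and curve-fitted.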
# GLP-1R agonist: GLP-1 receptor (human) agonism; P43220; Potency, µM (series often up to 45.6 µM), without a hit: at the highest dose activation, actives largely listed as activators; AID 624172; hit rate 0.007% among 380,000; HEK293 GLP-1R CRE-luciferase, luminescence, 4-6 h; cells express a hypersensitive GLP-1R form; further: % of control where 0% means no effect
# The depositor's hits bear a star; ? = inconclusive; nt = not tested or not shown; [ ] = dose if it differs, or a comment. The call rests on the fitted dose curve; in most records, active means well fitted curve in the direction sought with a large enough effect; inconclusive means small, poorly fitted or top-dose-only effect, or another doubt; inactive means no such curve, though single readings can be large; an effect the other way counts as inactive or inconclusive. Potency means the concentration at half of the fitted maximal effect. Rows were taken by chance; overall some 9.4% were active at least once.
# The line under a structure holds: HT1080-NT tox, SW480 rereplic, GLP1R inv ag, HT1080 IDH1KD tx, TDP43 rescue, HEK293 tox, KB-3-1 tox, KB-V1 MDR tox, GLP-1R agonist
> Clc1ccccc1COc1ccccc1-c1nnco1
  4.9%, -1.7%, -20.8%, -0.5%, 3.16µM*, -8.6%, -5.7%, 2.9%, 7.6%
> COCCn1nnnc1C(CC(C)C)N1CCN(c2nc3ccccc3s2)CC1 (configuration not stated)
  -2.6%, -1.0%, 5.7%, 15.9%, -2.3%, -5.6%, -0.8%, 4.8%, 10.3%
> CCCNC(=S)N1CCCC(c2nc3ccccc3[nH]2)C1 (configuration not stated)
  6.5%, -15.6%, ?, 5.3%, 27.7%, -8.1%, 8.3%, -17.1%, 6.8%
> COc1cccc(OC)c1C(=O)NCC12CC3CC(C1)CC(CNC(=O)c1c(OC)cccc1OC)(C3)C2
  -6.4%, 8.1%, -22.9%, 0.8%, 4.1%, 0.2%, -3.5%, 24.7%, -5.3%
> COc1ccc(C(=O)COC(=O)c2cc(-c3ccccc3)nc3c(C)cccc23)cc1
  nt, nt, 7.2%, nt, 19.1%, -2.5%, 28.3%, 13.5%, nt
> Cc1cccc(NC(=O)CCCSc2nc3ccccc3[nH]2)c1
  2.6%, 1.7%, -28.0%, -13.7%, -17.0%, 5.7%, 3.6%, ?, 13.2%
> CS(=O)(=O)c1ccc(C(=O)Nc2cccc(-c3nc4ccccc4[nH]3)c2)cc1
  -1.4%, -6.2%, -26.2%, -0.7%, 3.5%, -23.6%, -6.7%, ?, 3.4%
> CCc1ccccc1OCC(=O)NC1CCCC1
  15.9%, -6.7%, -34.6%, 8.5%, 20.2%, 10.5%, -5.1%, 13µM*, -2.0%
> Cc1[nH]c(C)c2c(=O)n(Cc3ccc(Cl)cc3)ncc12
  -2.7%, -14.6%, 14.3%, 10.8%, 17.4%, 3.6%, 0.9%, -26.9%, 9.7%
> Cc1ccc(CNC(=O)C(=O)NCC2OCCN2S(=O)(=O)c2cccs2)cc1 (configuration not stated)
  15.9%, -21.2%, -1.5%, 11.4%, 21.5%, -3.9%, -9.6%, 0.1%, 2.4%
> CCc1nnc(NC(=O)Cc2ccc(Br)cc2)s1
  15.6%, -1.3%, 5.1%, 0.0%, -8.3%, 1.9%, 6.3%, -11.0%, 6.7%
> CCOc1ccc(-c2nc(S(=O)(=O)c3ccccc3)c(N3CCOCC3)o2)cc1
  12.0%, 1.2%, 7.4%, 14.1%, -17.1%, -4.4%, 9.9%, -29.8%, -0.2%
> CN1CCN(CCCNC(=O)c2cc3c(=O)n(C)c4ccccc4c3s2)CC1
  ?, ?, 1.4%, -28.5%, 5.3%, -41.5%, ?, ?, 6.3%
> CC1(C)C2CCC1(CS(=O)(=O)NCCc1c[nH]c3ccccc13)C(=O)C2 (configuration not stated)
  -5.3%, -6.7%, ?, 4.6%, -3.3%, -7.8%, 5.6%, -1.1%, 12.0%
> CCN(CC(=O)Nc1ccc2c(c1)OCCO2)C(=O)C(C)Oc1ccc(F)cc1 (configuration not stated)
  -0.6%, -56.9%[inhibitor], 4.6%, 4.6%, -23.5%, -8.7%, 2.8%, 0.8%, 4.9%

# Next section; the last 3 above are carried over.
# The line under a structure holds: HT1080-NT tox, SW480 rereplic, GLP1R inv ag, HT1080 IDH1KD tx, TDP43 rescue, HEK293 tox, KB-3-1 tox, KB-V1 MDR tox, GLP-1R agonist
> CN1CCN(CCCNC(=O)c2cc3c(=O)n(C)c4ccccc4c3s2)CC1
  ?, ?, 1.4%, -28.5%, 5.3%, -41.5%, ?, ?, 6.3%
> CC1(C)C2CCC1(CS(=O)(=O)NCCc1c[nH]c3ccccc13)C(=O)C2 (configuration not stated)
  -5.3%, -6.7%, ?, 4.6%, -3.3%, -7.8%, 5.6%, -1.1%, 12.0%
> CCN(CC(=O)Nc1ccc2c(c1)OCCO2)C(=O)C(C)Oc1ccc(F)cc1 (configuration not stated)
  -0.6%, -56.9%[inhibitor], 4.6%, 4.6%, -23.5%, -8.7%, 2.8%, 0.8%, 4.9%
> CCN(CC)C(=O)C1=C(C)N(CCCN2CCCC2=O)C(=O)C(CC(=O)NCCCCc2ccccc2)C1 (configuration not stated)
  -4.8%, nt, -2.5%, 5.0%, 23.9%, -1.2%, 0.8%, -10.6%, -1.9%
> CCOc1ccc(C2NC(=O)c3ccccc3O2)cc1OCC (configuration not stated)
  -1.5%, 7.7%, 21.0%, -2.1%, 21.2%, 5.4%, -5.1%, 0.3%, 22.8%
> CC(=O)Nc1ccc(S(=O)(=O)N(C)CC(=O)NC2CCCCCCC2)cc1
  -6.3%, 12.5%, -18.8%, -1.8%, -4.4%, 9.8%, -17.5%, -10.9%, 2.2%
> COc1ccc(CNC(=O)CCNS(=O)(=O)c2ccc(Cl)cc2)cc1
  8.6%, 0.7%, 22.4%, 6.7%, -27.9%[0.397 µM], -3.5%, 10.1%, 0.0%, 10.7%
> CC1(C)CC(=O)C=C(c2n[nH]nc2-c2ccccc2)C1
  1.3%, nt, 4.5%, 10.9%, 0.0%, 5.1%, -5.2%, -28.6%, -4.4%
> CC1CN(S(=O)(=O)c2cccc(C(=O)N(C)C3CCCCC3)c2)CC(C)O1 (configuration not stated)
  0.2%, nt, 3.9%, -4.6%, 17.8%, 4.4%, -8.2%, ?, 11.7%
> CCOC(=O)C1CCN(C(=O)CCc2c(C)nc3ncnn3c2C)CC1
  -2.7%, 0.8%, 12.2%, 2.2%, -8.7%, 4.9%, 1.6%, 3.9%, -10.9%
> O=C(O)CN1C(=O)/C(=C\c2cccc(OCc3ccc(F)cc3)c2)SC1=S
  -1.0%, -13.3%, -10.2%, -18.7%, 9.0%, -17.9%, 13.0%, ?, -1.6%
> CCOc1ccc2nc(NC(=O)C3CCCN(S(=O)(=O)c4cccs4)C3)sc2c1 (configuration not stated)
  -23.4%, 1.5%, ?, -25.3%, -11.9%, -14.5%, ?, -21.9%, -4.0%
> Cc1ccc(C(CNC(=O)c2ccc(Br)o2)N2CCN(C)CC2)cc1 (configuration not stated)
  8.2%, 3.4%, ?, 14.1%, 16.7%, -11.0%, -3.0%, -10.9%, 3.6%
> CCC1CCCCN1Cc1nc2c(c(=O)n(C)c(=O)n2C)n1Cc1cccc2ccccc12 (configuration not stated)
  -3.1%, -13.5%, 7.6%, 8.9%, 14.7%, -30.3%, 14.3%, 1.0%, 0.9%
> COc1cccc(C2CC(=O)Nc3cc(OC)c(OC)c(OC)c32)c1OC(C)C (configuration not stated)
  nt, nt, -15.2%, nt, 0.0%, 4.0%, 5.5%, 9.6%, 3.0%
> CCOC(=O)C1=C(C)Nc2nc(C)nn2C1c1ccc(OC)c(OC)c1 (configuration not stated)
  -9.1%, -7.8%, 19.1%, -4.5%, -20.3%, 0.7%, -15.8%, -15.1%, -5.7%
> CCn1c(SCC(=O)NNC(=O)c2ccccc2)nnc1-c1ccncc1
  8.5%, -16.4%, 2.4%, -0.1%, 21.0%, -2.5%, 13.6%, 3.4%, 2.4%
> CC(C)(C)OC(=O)NCCCC[C@H](NC(=O)c1nc[nH]c1C(=O)N1CCN(c2ccccc2)CC1)C(=O)OC(C)(C)C
  -1.4%, 68.3%[9.22 µM], -15.5%, -18.9%, -4.6%, -8.2%, -8.6%, 0.0%, -3.7%

# Additional entries follow.
# Key to letters – A = HT1080-NT tox; B = SW480 rereplic; C = GLP1R inv ag; D = HT1080 IDH1KD tx; E = TDP43 rescue; F = HEK293 tox; G = KB-3-1 tox; H = KB-V1 MDR tox; I = GLP-1R agonist
compound: Cc1ccc(NC2c3ncccc3C(=O)N2Cc2ccc(F)cc2)cc1 (configuration not stated)
  A = 10.2%	B = -5.4%	C = 0.0%	D = 0.9%	E = -8.3%	F = 0.6%	G = 1.7%	H = -7.8%	I = 6.7%
compound: C=CCn1c(SCC(=O)Nc2ccc(Br)cc2)nc(O)cc1=O
  A = -14.8%	B = nt	C = -5.7%	D = -12.9%	E = -0.3%	F = -12.8%	G = 7.5%	H = 28.2%	I = -3.2%
compound: COc1ccccc1CCc1nnc(CCC(=O)NCCOc2cccnc2)o1
  A = 3.1%	B = 10.1%	C = 9.2%	D = ?	E = -9.0%[0.397 µM]	F = -3.9%	G = -3.7%	H = 6.7%	I = 6.2%
compound: COC(=O)CSc1nc(Cc2ccccc2)nc2ccccc12
  A = -6.5%	B = -9.5%	C = -21.7%	D = -6.0%	E = 7.5%	F = 5.2%	G = -1.9%	H = 3.2%	I = 13.8%
compound: O=C(NCc1ccco1)c1c(O)c2cccc3c2n(c1=O)CCC3
  A = -0.2%	B = ?	C = -33.3%	D = -0.5%	E = -43.8%[inhibitor]	F = 39.0%	G = -7.8%	H = -4.2%	I = -10.9%
compound: Cc1coc2c(C)c3oc(=O)c(CC(=O)N[C@@H](CC(C)C)C(=O)O)c(C)c3cc12
  A = -2.5%	B = -10.0%	C = 10.4%	D = 1.2%	E = 1.1%	F = 11.7%	G = 6.0%	H = ?	I = -0.9%
compound: Cc1csc(NC(=O)CSc2ccc(-c3ccccc3)nn2)n1
  A = -0.3%	B = -7.0%	C = ?	D = -8.0%	E = 23.5%[9.22 µM]	F = -7.3%	G = -12.2%	H = 23.1µM*	I = 5.6%
compound: CCCNC(=O)[C@H](Cc1c[nH]c2ccccc12)NC(=O)c1ccccc1Cl
  A = 6.4%	B = -2.7%	C = -21.7%	D = 8.6%	E = 6.7%	F = -6.2%	G = 20.6%	H = ?	I = 0.3%
